Screening results from PubChem.
M1 ag parental: counter-screen for M1 agonists: effect in parental CHO-K1 cells. Fluo-8 calcium fluorescence; scaled to maximal ATP response, vehicle zero. activation, % at 3 µM. hit rate 0.48% among 360,000. AID 602248; in the data active = activation above about 15%;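 also: untransfected CHO-K1 host cells lacking M1 receptor as counterscreen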
CHO parental Ca: signal in parental CHO cells, OX1R antagonist counter-screen | hit rate 0.63% among 330,000 | parental CHO-K1, ATP-induced calcium, Fluo-8 fluorescence | inhibition, % at 5.6 µM;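 active = inhibition above that plate's mean sample inhibition plus 3 SD, cut at about 26% in these data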;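 also: 0% = ATP-challenged DMSO wells and 100% = DMSO wells without ATP; some compounds past the cut are filed as inactive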
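Material – parental CHO cells · Reagent – ATP stimulus · Compound – single nominal dose of 5.6 µM per compound · Detection – Fluo-8 fluorescence · Read-out basis – percent inhibition of calcium signal · Controls – ATP-challenged DMSO wells low, unchallenged DMSO wells high · Repeats – no replicates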
CHO-K1 Ca PAM: counter-screen for M1 PAMs: effect in parental CHO-K1 cells. ATP EC20, Fluo-8 calcium fluorescence; 0% at ATP EC20, 100% at ATP max. activation, % at 3 µM. hit rate 0.02% among 360,000;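 active = activation above the run cutoff, the mean activation of all test compounds plus 3 SD, cut at about 40% in these data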;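 also: peak over basal fluorescence ratio in a 140 s read after ATP addition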
V1R ag counter: activates human V1a receptor in oxytocin agonist counter-screen; P37288; CHO-V1R cells, Fluo-8 calcium fluorescence, agonist mode; 0% DMSO, 100% 3 nM vasopressin; activation, % at 3 µM; hit rate 0.25% among 320,000; AID 2797;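 active = activation above the mean activation of all tested compounds plus 3 SD, per screening run, cut at about 20% in these data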;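 also: signal is peak over basal fluorescence ratio across a 100 second FLIPR read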
TAAR1 ag: human TAAR1 agonism; AID 624467; CHO RD-HGA16 TAAR1, Fluo-8 calcium fluorescence; vehicle wells 0%, saturating PEA agonist 100%; hit rate 0.99% among 360,000; activation, % at 3 µM;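 active = activation above the mean activation of all test compounds in the run plus 3 SD, cut at about 38% in these data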
Target sequence (Q96RJ0 whole entry, looked up): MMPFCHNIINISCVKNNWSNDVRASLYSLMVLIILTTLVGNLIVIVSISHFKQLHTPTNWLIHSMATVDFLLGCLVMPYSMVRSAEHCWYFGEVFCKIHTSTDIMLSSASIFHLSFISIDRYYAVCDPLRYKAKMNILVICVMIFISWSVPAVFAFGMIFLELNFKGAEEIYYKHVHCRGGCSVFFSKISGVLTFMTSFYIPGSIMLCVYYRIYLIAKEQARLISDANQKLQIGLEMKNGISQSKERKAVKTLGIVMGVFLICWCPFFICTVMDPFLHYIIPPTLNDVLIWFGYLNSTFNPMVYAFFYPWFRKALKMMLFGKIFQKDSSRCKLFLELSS
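Repeats: no replicates (n 1) | Material: CHO-derived RD-HGA16 cells with stable Gα16 and human TAAR1 | Technique: Kinetic Fluo-8 calcium fluorescence | Schedule: 17-24 h seeding, 75 min 37 °C dye, 30 min RT | Evaluation: % activation from peak over basal fluorescence ratio, DMSO-to-PEA scaled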
OXTR potentiator: potentiators of human oxytocin receptor; hit rate 0.061% among 320,000; AID 2445; activation, % at 3 µM; CHO-OTR cells, Fluo-8 calcium fluorescence, potentiator mode; 0% = oxytocin EC15, 100% = EC100;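 active = activation above that plate's cutoff, the mean activation of tested compounds plus 3 SD, cut at about 6.6% in these data, passing the limit was not always enough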;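 also: 100% uses oxytocin at 75 nM as the full agonist control; some results filed as inactive read as strong as hits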
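Material: CHO-OTR cells, human receptor; compound dosing: single dose, 3.0 µM nominal final compound concentration; schedule: 6 min compound pre-incubation at room temperature, 100 s kinetic read; measured by: kinetic Fluo-8 calcium fluorescence; read-out basis: % activation vs EC15 and EC100 oxytocin; controls: EC15 oxytocin alone as 0%, 75 nM oxytocin as 100%; replicates: singlicate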
CHO-K1 Ca antag: counter-screen for M1 antagonists: effect in parental CHO-K1 cells | ATP-induced calcium, Fluo-8 fluorescence | inhibition, % at 3 µM | hit rate 0.6% among 360,000;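 active = inhibition above a per-plate cutoff, the plate's mean sample inhibition plus 3 SD, cut at about 24% in these data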;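 also: 0% = DMSO plus EC80 ATP and 100% = DMSO alone without ATP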
TAAR1 antagonist: human TAAR1 antagonism. Q96RJ0. CHO RD-HGA16 TAAR1, Fluo-8 calcium fluorescence, antagonist. inhibition, % at 3 µM. hit rate 1.5% among 360,000;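 active = inhibition above a per-plate cutoff, the mean inhibition of test compounds on that plate plus 3 SD, cut at about 49% in these data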;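 also: 0% = DMSO plus EC80 beta-PEA response and 100% = DMSO alone without agonist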
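Assay system: RD-HGA16 CHO cells with stable hTAAR1 and Gα16 / Reagent: EC80 β-phenethylamine stimulus / Doses: 3 µM, single point / Timing: dye loading 75 min at 37 °C, then 30 min room temperature / Measured by: Fluo-8 intracellular calcium dye fluorescence, real-time kinetic reads / Controls: vehicle wells and EC80 agonist wells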
CHRM1 agonist: agonists of human M1 muscarinic receptor. hit rate 0.33% among 360,000. activation, % at 3 µM. CHO-K1 hM1, Fluo-8 calcium fluorescence, agonist mode; 0% DMSO, 100% acetylcholine EC100;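 active = activation above the run's mean compound activation plus 3 SD, cut at about 16% in these data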;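 also: peak over basal fluorescence ratio within a 140 s kinetic read after compound addition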
Target sequence (P11229 whole entry, looked up): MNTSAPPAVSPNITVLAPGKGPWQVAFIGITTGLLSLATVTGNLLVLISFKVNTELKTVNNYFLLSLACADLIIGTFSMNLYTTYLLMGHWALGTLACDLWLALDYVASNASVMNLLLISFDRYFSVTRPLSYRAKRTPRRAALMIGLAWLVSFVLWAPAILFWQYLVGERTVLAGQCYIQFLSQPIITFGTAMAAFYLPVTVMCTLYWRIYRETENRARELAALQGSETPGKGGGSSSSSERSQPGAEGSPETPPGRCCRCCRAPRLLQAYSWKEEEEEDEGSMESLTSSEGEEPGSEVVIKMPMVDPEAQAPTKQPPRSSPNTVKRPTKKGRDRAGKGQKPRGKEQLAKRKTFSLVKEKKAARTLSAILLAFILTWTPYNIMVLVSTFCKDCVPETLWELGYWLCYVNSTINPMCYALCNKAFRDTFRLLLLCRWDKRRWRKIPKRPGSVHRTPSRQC
An asterisk follows results filed as active; nt = no result given.

SMILES	M1 ag parental	CHO parental Ca	CHO-K1 Ca PAM	V1R ag counter	TAAR1 ag	OXTR potentiator	CHO-K1 Ca antag	TAAR1 antagonist	CHRM1 agonist
COc1ccc(NC(=O)c2cc(C(C)C)on2)cc1OC	1.0	-6.6	6.3	0.2	5.2	-2.0	-8.1	-3.5	-6.3
Cn1c(SCc2cc([N+](=O)[O-])cc3c2OCOC3)nnc1-c1ccccn1	0.2	4.3	18.3	0.7	0.6	-1.1	3.2	-17.2	-7.0
COc1ccccc1-n1nnnc1S(=O)(=O)Cc1ccc(Cl)cc1	0.3	-14.4	-1.5	0.1	9.3	-14.9	5.5	12.9	-6.1
Cc1cccn2c(=O)c3cc(C(=O)NC4CCCC4)sc3nc12	0.1	-9.8	-19.3	-0.3	-0.1	-8.7	10.2	1.0	-2.7
Cc1sc2nc(SCC(=O)N3CC(C)OC(C)C3)n(C)c(=O)c2c1C (configuration not stated)	4.8	-19.2	13.9	1.7	1.8	2.0	-10.8	-2.2	-5.3
O=C(COC(=O)c1cccnc1Cl)Nc1cc(S(=O)(=O)N2CCCCCC2)ccc1Cl	12.4	nt	8.2	nt	8.2	nt	-7.2	41.1	2.0
Cc1ccc2c(C)ccc(O)c2n1	0.0	-9.6	13.9	2.2	7.4	-8.1	-6.1	-1.7	-2.9
Cc1nc2scc(C)n2c(=O)c1S(=O)(=O)Nc1ccc(N2CCOCC2)c(Cl)c1	5.3	8.9	3.8	8.0	1.9	-6.7	2.8	-7.4	0.0
O=C(Cn1c(=O)c2sccc2n(Cc2ccc([N+](=O)[O-])cc2)c1=O)NCCc1ccccc1	1.9	-5.1	14.2	2.5	4.4	-1.3	-9.4	-24.1	12.1
Cc1ccc(-c2cc(C(=O)N3CCCc4ccccc43)c3ccccc3n2)cc1	-0.1	-18.7	2.2	1.4	2.7	-8.7	-32.9	9.1	-1.8
CCCCN(C)C(=O)CNC(=O)c1nn(-c2ccc(OC)cc2OC)c(=O)c2ccccc12	-0.3	-26.1	-0.8	-0.1	5.0	-1.0	-14.6	-10.4	-2.9
Cc1ccc(C(=O)N(C)CC(=O)Nc2cccc(F)c2)cc1S(=O)(=O)N1CCCCC1	1.5	-26.1	-14.1	0.7	4.7	-6.7	0.9	11.6	-2.4
COc1ccccc1CNC(=O)C1CCN(c2ncnc3c2nc2n3CCCCC2)CC1	-0.2	-24.1	-18.1	0.3	-1.8	0.3	-5.4	-18.8	-2.1
CCN(CC)CCOc1ncnc2c1oc1ccccc12	0.6	-4.5	18.1	0.5	8.3	6.3	-5.4	9.2	-5.9
CC(NC(=O)c1ccc(CS(=O)(=O)c2cccc(C(F)(F)F)c2)o1)c1ccc2c(c1)OCCO2 (configuration not stated)	3.1	-5.9	20.8	2.1	8.2	-13.3	-21.1	31.3	-3.1
CCOc1nc(-c2ccc(Cl)cc2Cl)ccc1C#N	0.3	-11.6	25.9	-0.9	6.9	-1.3	-15.6	3.5	-4.2
CC(=O)c1cccc(NC(=O)C=C(C)C)c1	0.2	-8.4	20.4	0.0	-1.2	-2.8	-13.4	-5.5	-4.4
CC(=O)/C=C\c1cn(-c2ncc(C(F)(F)F)cc2Cl)c2ccccc12	-0.1	-19.8	3.4	-0.7	1.1	-6.0	-14.3	-1.1	-4.9
Cc1ccc2nc(-c3ccc(Cl)cc3)c(Cc3ccccc3C(F)(F)F)n2c1	-0.4	nt	4.2	nt	1.5	nt	-20.1	-39.4	-4.7
CSc1nc2ccccc2n1C(=O)Oc1ccccc1	0.3	-8.7	4.5	0.5	5.6	-0.1	-5.3	-8.7	-3.5
CC(C)NC(=O)N(C)C[C@@H]1OCCCC[C@@H](C)Oc2ccc(NC(=O)Nc3ccc(F)cc3)cc2C(=O)N([C@H](C)CO)C[C@@H]1C	-0.1	nt	-5.2	nt	1.6	nt	9.4	-21.1	14.0
CC(C)(C)n1nc2c(c1NC(=O)COc1ccc(Cl)cc1)CSC2	2.0	14.6	4.7	1.0	nt	-8.2	-11.1	nt	-4.1
CCn1cc(CN2CCC(n3nccc3NC(=O)c3ccc(OC)cc3)CC2)cn1	-0.2	-2.3	4.2	1.5	3.1	-1.9	1.4	-3.3	-5.4
CC1CCN(C(=O)Cn2c(=O)n(Cc3ccc4c(c3)OCO4)c(=O)c3ccccc32)CC1	0.4	-28.4	0.3	-0.1	-1.4	-3.7	3.3	3.7	1.2
COC(CNC(=O)CSCc1nc(-c2ccc(SC)cc2)oc1C)OC	0.2	-11.5	5.4	1.1	-1.9	-3.7	-3.3	-1.6	-1.6

Three compounds from above, sorted by the number in TAAR1 antagonist, lowest first:
SMILES,TAAR1 antagonist
COc1ccc(NC(=O)c2cc(C(C)C)on2)cc1OC,-3.5
Cc1sc2nc(SCC(=O)N3CC(C)OC(C)C3)n(C)c(=O)c2c1C (configuration not stated),-2.2
CCOc1nc(-c2ccc(Cl)cc2Cl)ccc1C#N,3.5

The main list resumes; the three compounds before the break are reprinted first.
SMILES	M1 ag parental	CHO parental Ca	CHO-K1 Ca PAM	V1R ag counter	TAAR1 ag	OXTR potentiator	CHO-K1 Ca antag	TAAR1 antagonist	CHRM1 agonist
CCn1cc(CN2CCC(n3nccc3NC(=O)c3ccc(OC)cc3)CC2)cn1	-0.2	-2.3	4.2	1.5	3.1	-1.9	1.4	-3.3	-5.4
CC1CCN(C(=O)Cn2c(=O)n(Cc3ccc4c(c3)OCO4)c(=O)c3ccccc32)CC1	0.4	-28.4	0.3	-0.1	-1.4	-3.7	3.3	3.7	1.2
COC(CNC(=O)CSCc1nc(-c2ccc(SC)cc2)oc1C)OC	0.2	-11.5	5.4	1.1	-1.9	-3.7	-3.3	-1.6	-1.6
COc1ccccc1N1C(=O)c2ccc(C(=O)Nc3cccc(C(C)=O)c3)cc2C1=O	11.3	-2.9	4.6	1.4	7.0	-12.6	2.4	20.3	1.8
CCc1ccc2oc(-c3ccc(N)cc3)nc2c1	-0.4	7.5	0.9	0.7	11.3	-0.1	-9.9	8.7	6.5
CCOc1c(Nc2cccc(Cl)c2)c(=O)c1=O	0.8	-7.0	25.0	0.4	1.3	-9.8	-9.5	-13.6	-1.6
CC(C)NC(=O)OC1CC2CC1[C@H]1CCCCN1C2=O (some centres not stated)	1.0	nt	7.7	nt	0.7	nt	-5.2	-4.6	nt
S=c1[nH]nc(-c2ccc3ccccc3n2)n1-c1ccccc1Cl	-0.4	-14.1	13.4	-1.2	2.9	-2.1	-5.2	-15.9	-3.2
CCCC(=O)N1CCC1(C)C(=O)Nc1ccccn1 (configuration not stated)	0.7	nt	16.0	nt	0.1	nt	-6.3	-4.5	-2.0
OC[C@H]1NC[C@@H](O)[C@@H]1O	0.7	1.0	25.6	1.0	1.1	-4.0	-11.5	-12.9	-1.9
Cc1ccccc1C(=O)Nc1ccc2c(C#N)c3nc4ccccc4nc3n2c1	6.4	-12.2	-6.3	1.0	15.1	-6.6	5.8	29.9	0.2
CCOC(=O)c1cnc2c(Cl)cccc2c1NCCN1CCOCC1	1.6	-4.6	23.5	0.4	5.1	-10.8	-7.3	-18.9	-4.3
O=C(NC1CCCC1)C(c1ccco1)N(C(=O)c1ccco1)c1ccc(F)cc1 (configuration not stated)	0.5	-14.3	0.3	1.1	4.6	-0.5	-10.1	-6.2	-10.3
COc1ccc(NC(=O)CSc2nc3ccccc3c3nc4ccccc4n23)cc1	0.6	-7.5	20.1	0.9	2.3	2.9	-8.8	-6.7	-8.3
CNC(=O)c1ccc(NC(=O)c2cccc(C(F)(F)F)c2)cc1	0.1	0.7	8.5	1.8	17.4	-1.6	9.7	2.7	1.1
CCOC(=O)c1cc(-c2sc(NC(=O)c3ccccc3)nc2C)n(-c2ccc(Br)cc2)n1	0.1	nt	13.4	nt	3.0	nt	-11.4	-23.3	-2.5
c1ccc(Nc2nc(N3CCNCC3)nc(N3CCOCC3)n2)cc1	0.0	-10.4	5.4	-0.1	17.2	-3.9	-5.6	11.9	0.0
Cc1c(C(=O)N/N=C/c2ccccn2)nnn1-c1nonc1N	6.9	9.3	11.4	1.3	-1.9	-0.5	-9.0	-4.9	-1.1
C=C(C)Cn1c(-c2ccccc2)nc2ccccc21	0.6	-18.7	24.8	-0.8	6.5	-4.5	-16.9	2.4	-3.7
COC(=O)c1ccc(C(=O)Nc2nnc(-c3cccnc3)o2)cc1	nt	-7.1	nt	-0.7	2.3	-7.3	nt	-8.2	nt
O=C(NCc1ccccc1Cl)C(=O)NCC1CCCN1S(=O)(=O)c1cccs1 (configuration not stated)	0.7	-14.9	0.6	-1.4	1.7	-11.4	-14.2	11.6	-5.3
Cc1cc(C)n(CCn2nc(C)cc2C)n1	0.1	13.2	10.8	-0.2	3.0	-7.0	-11.5	-26.4	-2.6
COc1ccccc1NC(=O)Nc1ccnn1C1CCN(C(=O)C2CCOC2)CC1 (configuration not stated)	0.0	nt	-15.8	nt	2.5	nt	17.2	3.2	-3.0
CCn1ccnc1CN(C)Cc1cn(-c2ccccc2)nc1-c1ccc(OC)cc1F	1.5	-17.6	0.5	-0.4	0.9	-16.5	-15.5	-3.7	-7.5
CC1(C)CC(NC(=O)c2ccc3c(c2)OCO3)CC(C)(C)N1	-0.1	-9.3	2.3	0.2	12.0	-8.2	-3.5	10.2	-3.0
